From PubChem
FBW7 activator: activators of human E3 ligase FBW7 | Q969H0 | AlphaScreen FBW7–phospho-cyclin E peptide binding, activator screen | normalized activity (activation), % at 26.1 µM | actives 0.13% (n = 650,000) | AID 1259310; in the data active = normalized activity above about 1.9%;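 also: purified mutant Fbw7 with reduced substrate affinity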
MITF primary: blocks human microphthalmia-associated transcription factor; O75030; AlphaScreen MITF homodimerization, bead proximity signal; inhibition, % at 2.6 µM; actives 0.91% (n = 650,000); in the data active = inhibition above about 50%;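 also: 0% = vehicle wells with protein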
Target sequence (O75030 whole entry, looked up): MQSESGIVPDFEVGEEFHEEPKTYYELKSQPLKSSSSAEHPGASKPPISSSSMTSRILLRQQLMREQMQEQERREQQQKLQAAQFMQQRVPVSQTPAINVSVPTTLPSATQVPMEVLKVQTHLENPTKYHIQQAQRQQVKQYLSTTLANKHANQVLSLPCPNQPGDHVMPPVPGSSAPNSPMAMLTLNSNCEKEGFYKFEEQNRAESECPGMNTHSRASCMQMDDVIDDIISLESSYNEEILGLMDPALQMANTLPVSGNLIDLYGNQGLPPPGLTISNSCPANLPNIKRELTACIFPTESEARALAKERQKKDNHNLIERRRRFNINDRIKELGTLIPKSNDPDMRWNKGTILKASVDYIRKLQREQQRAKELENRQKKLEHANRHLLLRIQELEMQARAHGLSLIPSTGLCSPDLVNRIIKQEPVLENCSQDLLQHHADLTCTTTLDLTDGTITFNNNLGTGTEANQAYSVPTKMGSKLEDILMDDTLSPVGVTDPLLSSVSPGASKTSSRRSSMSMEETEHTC
TEAD-YAP inh: TEAD-YAP interaction inhibition. AID 1259422. HEK-TIYL cells, TEAD-Gal4/YAP UAS-luciferase luminescence. actives 1.4% (n = 640,000). inhibition, % at 9.12 µM; in the data active = inhibition above about 32%;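 also: 0% = median of test compound wells and 100% = reference inhibitor wells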
GPR151 ag: human GPR151 activation; PathHunter beta-arrestin GPR151 cells, luminescence; Q8TDV0; actives 1% (n = 650,000); AID 1508602; activation, % at 11.2 µM; in the data active = activation above about 4.9%;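 also: 0% = median of compound wells and 100% = cells with positive control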
Target sequence (Q8TDV0 whole entry, looked up): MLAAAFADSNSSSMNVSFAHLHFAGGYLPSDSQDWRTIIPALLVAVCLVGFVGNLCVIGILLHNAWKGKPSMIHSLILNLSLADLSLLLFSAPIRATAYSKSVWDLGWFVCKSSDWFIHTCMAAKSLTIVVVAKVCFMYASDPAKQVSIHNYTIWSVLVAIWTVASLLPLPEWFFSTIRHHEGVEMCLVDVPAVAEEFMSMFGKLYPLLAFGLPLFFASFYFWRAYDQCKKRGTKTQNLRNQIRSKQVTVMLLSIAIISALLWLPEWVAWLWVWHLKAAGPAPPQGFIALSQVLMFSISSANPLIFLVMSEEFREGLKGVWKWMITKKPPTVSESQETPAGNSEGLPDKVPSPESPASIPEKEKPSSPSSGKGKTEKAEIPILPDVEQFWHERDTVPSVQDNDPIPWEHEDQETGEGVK
Numbers without * were called inactive; & = joins results of further samples.

The opening 3 entries as a preview:
SMILES	FBW7 activator	MITF primary	TEAD-YAP inh	GPR151 ag
CCNCCC1CCC(=O)N1C(C)c1ccc(F)cc1 (stereo not given)	0.1	-22	-4	-1.0
CCOC(=O)N1CCN(S(=O)(=O)c2cc(Cl)c(C)cc2OCC)CC1	0.8	13	2	-0.8
COc1cc(NC(=O)c2ccc3nc(N4CCN(Cc5ccc6c(c5)OCO6)CC4)sc3c2)cc(OC)c1OC	-0.1	3	-10	0.2

The whole of this part (from the top)
SMILES	FBW7 activator	MITF primary	TEAD-YAP inh	GPR151 ag
CCNCCC1CCC(=O)N1C(C)c1ccc(F)cc1 (stereo not given)	0.1	-22	-4	-1.0
CCOC(=O)N1CCN(S(=O)(=O)c2cc(Cl)c(C)cc2OCC)CC1	0.8	13	2	-0.8
COc1cc(NC(=O)c2ccc3nc(N4CCN(Cc5ccc6c(c5)OCO6)CC4)sc3c2)cc(OC)c1OC	-0.1	3	-10	0.2
O=C(CN1C(=O)C2C3C=CC(C3)C2C1=O)Nc1nc(-c2ccccc2)cs1 (stereo not given)	-0.1	8	-1	1.5
CCn1c(O)c(C=NCCc2c[nH]c3ccccc23)c(=O)[nH]c1=S	-0.1	-12	-6	-1.2
Cc1ccc(Cc2c(C)nc3nc(SCC(=O)Nc4ccc(C)cc4)nn3c2C)cc1	-0.2	-1	4	0.3
COc1nc(Nc2cccc(F)c2)nc(OC)n1	0.0	-3	-24	0.6
Cc1nsc2ccc3sccc3c12	0.0	-1	0	1.1
CC(C)CCC1=NN(C(=O)Cc2ccccc2)C(O)(C(F)(F)F)C1 (stereo not given)	0.1	-7	0	1.0
CCCCOc1ccc(OCCSc2nc3ccccc3n2CC(=O)O)cc1	0.0	6	13	0.7
CCOC(=O)c1c(-c2cc(OC)c(OC)c(OC)c2)csc1N	0.0	9	-3	1.6
O=C(NCC1Cc2c(ccc3cc(-c4cccnc4)ccc23)O1)c1ccc2c(c1)OCO2 (stereo not given)	-0.1	-9	-9	0.0
COc1ccccc1Nc1nc(-c2ccc(Cl)c(Cl)c2)cs1	-0.1&-0.2	-2&-2	-16&-30	-0.1&-2.2
CC(C)COC(=O)Nc1nnc(-c2ccc(Br)cc2)s1	-0.2	-7	-6	-0.2
COc1ccc2c(C)nc(N3CCCC(C(=O)N4CCC(c5ccccc5F)C4)C3)nc2c1 (stereo not given)	0.0	-16	0	-0.4
OC1CSC(=S)N1Cc1ccco1 (stereo not given)	-0.1	-5	-6	-0.6
CC(C)n1cnc2c(N)nc(-c3cccc(N)c3)nc21	0.1	13	2	1.4
Cn1c(SCC(=O)NCCc2ccccc2)nc2c1c(=O)n(Cc1ccccc1Cl)c(=O)n2C	-0.1	-1	-9	3.2
COc1ccc(-c2nnc(SCC(=O)Nc3c(C)cccc3C)nc2-c2ccc(OC)cc2)cc1	0.2	14	5	-0.5
CN1C(=O)C(O)(CC(=O)/C=C/c2ccco2)c2cc(Br)ccc21 (stereo not given)	0.0	0	5	-0.1
COC(=O)c1cc(Br)ccc1NC(=O)c1ccc(OC)cc1	0.2	-1	0	-0.1
COc1ccc(C(=O)NC(C)c2nnc(SCC(=O)Nc3ccccc3F)n2C)cc1 (stereo not given)	0.2	7	6	0.3
N#CC(C#N)C(C#N)(C#N)C1CCCC1=O (stereo not given)	-0.7	78*	7	-0.6
CC1(C2CCN(Cc3ccccc3-c3ccco3)CC2)NC(=O)NC1=O (stereo not given)	-0.2	-3	-2	2.4
CCc1ccc(NC(=O)CSc2nc(C)c(C(=O)Nc3ccccc3C)c(-c3ccc(Cl)cc3)c2C#N)cc1	-0.2	3	6	0.8
CCOC(=O)c1ccc(N=c2ssc3c2-c2cc(OC)ccc2NC3(C)C)cc1	-0.1	-1	5	0.4
Cc1csc(C(C)NC2CCN(c3ccc(NC(=O)C4CCCC4)cc3)CC2)n1 (stereo not given)	0.1	5	-7	2.3
CCCNC(=O)Cc1cn(-c2ccc(N3CCC(N4CCOCC4)CC3)nn2)c2ccccc12	-0.2	-10	-14	-2.4
CC(=O)c1ccc(NC(=O)c2ccc(-c3cccc(Cl)c3C)o2)cc1	-0.4	7	-11	-0.7
c1ccc2sc(Nc3nc4cc5c(cc4s3)OCO5)nc2c1	1.1	14	-2	-0.8
Cc1cccc(C2=N/C(=C\c3cccc(F)c3)C(=O)O2)c1	0.2	11	10	0.3
CCOC(=O)CC(=O)N1CCN(Cc2ccccc2)CC1C(=O)N1CCOCC1 (stereo not given)	0.7	11	3	-0.5
CCCCc1ccc(-c2nc(C=Nc3ccc(C)cc3C)c(O)o2)cc1	-0.1	1	10	-0.9
CCCNC(=S)N1CCN(c2nc(C)nc3sc4c(c23)CCCC4)CC1	0.2	6	11	-0.7
COCCOC(=O)C1=C(C)NC2=C(C(=O)CCC2)C1c1cccc(I)c1 (stereo not given)	0.0	-18	20	0.2
CC1(C)CC(=O)c2cc(C(=O)NC3CCSC3=O)c(=O)n(-c3ccccc3)c2C1 (stereo not given)	0.3	12	-2	-1.0
CCOC(=O)c1ccccc1NC(=O)c1ccc([N+](=O)[O-])o1	0.1	3	16	-0.4
COc1ccc(-n2c(N)c(C(=O)NCC3CCCO3)sc2=S)cc1 (stereo not given)	0.0	8	-1	-1.1
Cc1ccc(CN2CCN(Cc3ccc4c(c3)OCCO4)CC2CCO)cc1 (stereo not given)	-0.1	-2	-3	0.2
COc1ccc(-c2cc(C(F)(F)F)nc(S(=O)(=O)CCCC(=O)Nc3ccc(F)cc3F)n2)cc1OC	0.2	9	-33	0.2
CCN(CC)C(=O)C1CCCN(c2ccc(-n3cc(CC(=O)NCc4nc5ccccc5[nH]4)c4ccccc43)nn2)C1 (stereo not given)	0.2	20	-9	-2.1
Cc1cccc2cc(C=O)c(N3CCCCC3)nc12	0.2	13	12	-1.3
CCOC(=O)C1CN(S(C)(=O)=O)c2cc(S(=O)(=O)CC)ccc2O1 (stereo not given)	0.1	9	-1	2.6
CC1(C)CC(=O)C2=C(C1)NC(=O)CC2c1ccc(Br)cc1 (stereo not given)	-0.1	11	3	0.9
Cc1ccc2nc(-c3ccc(NC(=O)CN(c4ccc(C(C)C)cc4)S(C)(=O)=O)cc3)sc2c1	-0.1	-10	32	1.5
CCc1c(C)sc(NC(=O)CN2CCC(O)(Cc3ccccc3)CC2)c1C(N)=O	0.0	0	6	0.6
CCCNC(=O)c1c(C)nn(-c2ccccc2)c1-n1cccc1	0.0	-3	-7	3.7
COc1ccc(C2C(C(=O)O)c3ccccc3C(=O)N2C)cc1Br (stereo not given)	0.0	-1	-1	-0.6
Clc1ccccc1C1C=C(c2ccccc2)Nc2ncnn21 (stereo not given)	0.0	-5	5	1.4
O=c1nc(/C=C/c2ccc(Cl)cc2)oc2ccccc12	-0.7	9	-13	0.3
CC1=C(C#N)C(=O)N(CC(C)O)C(=O)/C1=C/c1ccc(-c2ccc(C(=O)OC(C)C)cc2)o1 (stereo not given)	-0.2	0	-77	-1.7
COc1ccc(/C=N\NC(=O)c2ccc(N)cc2)c(O)c1	-2.3	20	-10	1.3
Cc1cc(-c2cncnc2C2CCN(CC(=O)Nc3nnc(C)s3)CC2)on1	-0.1	0	1	0.2
O=C(CSc1ccc([N+](=O)[O-])cn1)N1CCCCC1	-0.2	-14	-5	-1.4
CCN1C(=O)C(NC(C)=O)c2c(Cl)ccc(C)c21 (stereo not given)	0.2	-5	-1	0.3
O=C(COc1ccc(Cl)cc1Br)Nc1ccc([N+](=O)[O-])cc1	-0.1	6	-3	-1.7
Cc1ccccc1NC(=S)N(Cc1ccccc1Cl)C1CCCC1	0.0	8	9	0.0
O=C(CCCC(=O)c1ccccc1)Nc1ccccc1I	0.3	11	-8	1.1
NC(=O)c1nnn(-c2nonc2N)c1CSc1nc2ccccc2o1	-0.4	2	-24	2.2
CCOC(=O)c1cnn2c(C)cc(-c3ccc(OCCC(C)C)cc3)nc12	-0.1	-7	6	0.0
Next structures.
SMILES	FBW7 activator	MITF primary	TEAD-YAP inh	GPR151 ag
CCOC(=O)c1ccc(NC(=O)Nc2cc(C(=O)OC)ccc2C)cc1	0.0	-13	-2	0.3
CCCCCn1c(N2CCOCC2)nc2c1c(=O)n(CC(N)=O)c(=O)n2C	0.3	0	-6	0.4
Cc1cccc(OCC(=O)N/N=C\c2ccccc2F)c1C	0.7	24	-12	0.2
CC(C)C(C(=O)O)N1C(=O)/C(=C\c2ccccc2O)SC1=S (stereo not given)	-0.5	8	12	0.8
O=C(c1ccccc1)C1CCCN(c2nncc(-c3ccccc3)n2)C1 (stereo not given)	0.1	7	-16	0.8
CCCNc1nc(Nc2ccc(N3CCOCC3)cc2)nc2c1ncn2C1CCCCC1	-0.1	30	-9	-1.7
CCOC(=O)CCCN(Cc1ccc(C(F)(F)F)cc1)S(=O)(=O)c1ccc(C(C)(C)C)cc1	-0.1	6	-6	0.0
CCOc1ccc(C2C3=C(CC(C)(C)CC3=O)NC3=C2C(=O)CC(C)(C)C3)cc1C(=O)O	0.3	13	2	0.6
NC(=O)c1c(/N=c2\oc3ccc(Cl)cc3cc2C(N)=O)sc2c1CCCC2	0.1	16	12	-1.3
CCOc1cccc(/C=N/NC(=O)c2cc(-c3cccc([N+](=O)[O-])c3)n[nH]2)c1O	0.0	41	60*	0.3
Cc1nc2c(C(=O)Nc3ccccc3-c3ccccc3)snc2c(=O)[nH]1	-0.1	-3	-5	0.4
O=C(NC(c1ccccc1)c1ccccn1)C1CCN(C(=O)N2CCCC2)CC1 (stereo not given)	0.1	1	-4	-1.4
NC(=S)N/N=c1/oc2ccccc2cc1-c1nc2ccccc2[nH]1	-0.3	4	-25	3.2
O=C(O)CCCCCn1c(SCC(=O)Nc2ccc(F)cc2)nc2ccsc2c1=O	-0.1	-10	-1	-0.6
CC(C)CN1CCN(Cc2cc(Cl)ccc2O)CC1CCO (stereo not given)	0.0	-5	-7	-0.5
O=C(O)CCC(=O)N(Cc1cccnc1)Cc1c(F)cccc1Cl	0.5	6	8	3.3
O=C(c1c(F)cccc1F)N1CCN(c2cc(N3CCCCCC3)c(F)cc2[N+](=O)[O-])CC1	0.2	-5	-7	0.7
CCOc1ccc(Cc2nnc(NC3CCCC3)[nH]c2=O)cc1	0.2	21	5	-1.6
Cc1cc(NC(=O)COC(=O)CCCCC(=O)c2[nH]c(=O)[nH]c2C)no1	-1.5	116*	9	1.4
O=C(CN1C(=O)C2C3CC(c4ccccc4)C(C3)C2C1=O)Nc1cccc([N+](=O)[O-])c1 (stereo not given)	-0.1	4	-2	0.3
CC(C)(C)n1nc2c(c1NC(=O)/C=C\c1ccccc1)CS(=O)(=O)C2	0.1	-1	11	0.3
O=C(NS(=O)(=O)c1cccc([N+](=O)[O-])c1)C(Cl)Cl	0.2	-2	-4	0.0
O=C(Nc1cccc([N+](=O)[O-])c1)C1CC=CCC1C(=O)N1CCCCC1 (stereo not given)	-0.1	-1	-3	-1.0
COc1cc(N/C=C(\C#N)c2nc(-c3cc4ccccc4oc3=O)cs2)c(OC)cc1Cl	-0.1	1	1	-1.4
O=C1NC(=S)N(c2ccc(Br)cc2)C(=O)/C1=C\N1CCCCC1	0.0	-11	3	-0.4
O=C(c1cccnc1)N1CCC(c2[nH]ncc2Cc2ccccc2)CC1	-0.1	8	6	-1.8
O=C(NCc1ccco1)N1CCOCC1	0.3	5	5	1.0
Nc1cccc2c1C(=O)N(C(=O)CC13CC4CC(CC(Br)(C4)C1)C3)C2=O	-0.1	-4	-10	-0.7
CC1=C(C(=O)Nc2ccc(Br)cn2)C(c2cccnc2)C2=C(CCCC2=O)N1 (stereo not given)	0.7	12	-2	-1.4
Cc1ccc(-c2cc(C(=O)Nc3ccc(Cl)cc3)c3ccccc3n2)cc1	0.0	-3	5	-0.7

Whole records, looked up by structure:
Cc1cc(NC(=O)COC(=O)CCCCC(=O)c2[nH]c(=O)[nH]c2C)no1 is entered as FBW7 activator: -1.5; MITF primary: 116*; TEAD-YAP inh: 9; GPR151 ag: 1.4
O=C(CN1C(=O)C2C3CC(c4ccccc4)C(C3)C2C1=O)Nc1cccc([N+](=O)[O-])c1 (stereo not given) is entered as FBW7 activator: -0.1; MITF primary: 4; TEAD-YAP inh: -2; GPR151 ag: 0.3
Cc1ccc(-c2cc(C(=O)Nc3ccc(Cl)cc3)c3ccccc3n2)cc1 is entered as FBW7 activator: 0.0; MITF primary: -3; TEAD-YAP inh: 5; GPR151 ag: -0.7

Following part.
SMILES	FBW7 activator	MITF primary	TEAD-YAP inh	GPR151 ag
CCN1CCN(S(=O)(=O)c2cc(C(=O)Nc3ccc(Oc4ccccc4)cc3)ccc2F)CC1	-0.1	1	66*	0.1
CC(=O)c1ccc(N2CCN(C(=O)c3ccc(F)cc3F)CC2)c(F)c1	-0.1	-2	22	1.5
Cc1cccc(NC(=O)c2ccc(S(=O)(=O)N3CCCCC3)cc2)c1C	-0.1	8	10	-0.9
O=C(NCc1ccc2c(c1)OCO2)C(=S)N1CCCCC1	0.1	8	0	-1.2
COc1ccc(N2C(=O)c3ccc(C(=O)Nc4ccccc4C(=O)O)cc3C2=O)cc1O	0.2	-9	-7	0.7
NC(=O)C1NCCc2c1[nH]c1ccccc21 (stereo not given)	-0.1	1	-8	0.8
Cc1cc(S(=O)(=O)NC(C)C)ccc1OCC(=O)N1CCOCC1	0.2	1	-8	-0.2
Cc1cccc2cc(CN(Cc3cccnc3)C(=O)c3ccccc3)c3nnnn3c12	0.1	12	8	-0.1

Outcome played no part in choosing rows; about 3.4% have a hit in one of these screens.
